# Screens: PubChem, The Scripps Research Institute Molecular Screening Center
# MITF primary – MITF inhibitors, primary screen, biochemical, AlphaScreen, human | AlphaScreen MITF homodimerization, bead proximity signal | 0.91% of 650,000 active | inhibition, % at 2.6 µM | Microphthalmia-associated transcription factor (Homo sapiens), O75030; in the data active = inhibition above about 50%;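 also: 0% = vehicle wells with protein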
# FBW7 activator – FBW7 E3 ligase activators, primary screen, biochemical, AlphaScreen, human; AlphaScreen FBW7–phospho-cyclin E peptide binding, activator screen; normalized activity (activation), % at 26.1 µM; 0.13% of 650,000 active; in the data active = normalized activity above about 1.9%;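 also: purified mutant Fbw7 with reduced substrate affinity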
# Target sequence (Q969H0 whole entry, looked up): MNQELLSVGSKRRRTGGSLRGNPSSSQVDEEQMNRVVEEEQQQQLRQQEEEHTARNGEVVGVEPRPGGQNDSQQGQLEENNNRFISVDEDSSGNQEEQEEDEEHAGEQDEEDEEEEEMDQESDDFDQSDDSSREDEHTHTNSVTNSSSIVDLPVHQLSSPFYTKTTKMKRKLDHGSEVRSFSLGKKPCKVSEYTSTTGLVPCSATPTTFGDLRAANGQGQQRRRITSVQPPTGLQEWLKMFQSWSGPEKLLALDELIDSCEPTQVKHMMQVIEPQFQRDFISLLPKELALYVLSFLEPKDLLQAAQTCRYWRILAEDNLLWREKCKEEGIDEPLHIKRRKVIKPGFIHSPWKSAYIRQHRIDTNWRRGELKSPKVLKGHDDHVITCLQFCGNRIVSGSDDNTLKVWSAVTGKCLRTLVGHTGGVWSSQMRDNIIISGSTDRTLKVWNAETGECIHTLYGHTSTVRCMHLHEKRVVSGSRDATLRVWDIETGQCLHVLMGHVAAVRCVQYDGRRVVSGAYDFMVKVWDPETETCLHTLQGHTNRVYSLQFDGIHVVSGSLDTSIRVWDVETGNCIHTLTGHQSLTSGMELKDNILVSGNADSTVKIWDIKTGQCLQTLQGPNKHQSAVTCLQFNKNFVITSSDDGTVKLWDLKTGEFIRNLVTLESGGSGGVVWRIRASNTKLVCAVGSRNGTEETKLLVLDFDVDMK
# TEAD-YAP block – TEAD-YAP interaction inhibition, primary screen, TEAD-YAP interaction inhibitor project, luminescence, HEK-TIYL cells. TEAD-Gal4/YAP UAS-luciferase luminescence. inhibition, % at 9.12 µM. 1.4% of 640,000 active. AID 1259422, 2018; in the data active = inhibition above about 32%;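 also: 0% = median of test compound wells and 100% = reference inhibitor wells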
# GPR151 activ – activators of human GPR151, primary screen, cell-based, PathHunter beta-arrestin, luminescence. PathHunter beta-arrestin GPR151 cells. G-protein coupled receptor 151 (Homo sapiens), Q8TDV0. activation, % at 11.2 µM. 1% of 650,000 active; in the data active = activation above about 4.9%;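 also: 0% = median of compound wells and 100% = cells with positive control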
# Active calls of the source: *.
Compound	MITF primary	FBW7 activator	TEAD-YAP block	GPR151 activ
CCOc1cccc(C2c3c(-c4ccccc4O)n[nH]c3C(=O)N2CCCOC)c1 (stereo not given)	-12	-0.2	19	0.1
COCCCNC(=S)NNC(=O)Cc1ccc(Br)cc1	-3	0.0	-5	4.5
CC(C)[C@@H](C(=O)OCC(=O)Nc1ccc2c(c1)OCCO2)N1C(=O)c2ccccc2C1=O	8	0.1	3	1.0
COc1ccc(C2C(C#N)=C(N)OC3=C2C(=O)CC(C)(C)C3)cc1COc1ccc(Cl)cc1 (stereo not given)	14	0.2	-3	0.2
O=C1C2C3c4ccccc4C([N+](=O)[O-])(c4ccccc43)C2C(=O)N1c1ccc(F)cc1 (stereo not given)	15	0.2	0	0.3
COC(=O)COc1nc2cc(C)ccc2cc1CNC1CCOC1 (stereo not given)	8	0.2	1	0.3
O=C(Cn1cnc2ccccc2c1=O)NCCC(=O)N1CCCCCC1	0	0.0	0	0.6
O=C(Nc1ccccc1C(F)(F)F)N1CCCC1c1cccnc1 (stereo not given)	11	1.1	-3	0.5
Cc1ccc(-c2nn(CC(=O)Nc3ccc(C)cc3C)c(=O)c3ccccc23)cc1	5	-0.1	-9	-0.5
CCn1c(=O)c(C(=O)Nc2cc(Cl)ccc2C)c(O)c2ccccc21	0	0.1	9	0.7
O=C(NCCN1CCOCC1)Nc1ccccc1-c1ccccc1	12	0.0	3	1.8
O=C(NCc1ccc(Cl)cc1)c1cc(-c2ccccc2O)on1	3	0.1	-2	0.5
CCc1ccc(NC(=O)CSC2=C(C#N)C(c3cccs3)C(C(=O)Nc3ccccc3C)=C(C)N2)cc1 (stereo not given)	-4	-0.1	8	0.9
O=[N+]([O-])c1cccc(S(=O)(=O)NCCOc2cccc(Cl)c2Cl)c1	8	-0.1	1	-1.4
O=C1C(Sc2nc3ccccc3o2)=C(Sc2nc3ccccc3o2)C(=O)N1c1ccccc1	5	-0.2	-26	-0.3
CCOC(=O)CC1C(=O)NCCN1Cc1ccc(C)cc1 (stereo not given)	-4	-0.1	-5	-1.2
Cc1ccc(NC(=O)CSc2nc3ccccc3c(=O)n2CCCC(=O)NCC2CCCO2)cc1Cl (stereo not given)	-19	0.0	15	1.1
O=C(/C=C/c1ccccc1Cl)Oc1ccc2c(c1)oc(=O)c1ccccc12	4	0.0	0	-0.8
Cc1cc(C)n(CC(=O)N2CCCC(CNC(=O)c3cc(C)on3)C2)n1 (stereo not given)	1	-0.1	-6	-0.3
CCCC1(C2CCN(C(=O)c3cccs3)CC2)NC(=O)N(CCc2ccccn2)C1=O (stereo not given)	2	-0.3	6	1.2
COc1cc(Nc2nc(SCC(=O)NCc3ccccc3)nc3ccccc23)cc(OC)c1	-1	0.0	1	-1.1
CCOC(=O)CSc1nnc(-c2ccc(C)cc2)o1	1	-0.1	10	2.4
O=C(C1CCN(c2nnc(N3CCCC3=O)s2)CC1)N1CCN(c2ccccc2)CC1	6	-0.1	-3	0.8
Cc1ccc(OCC(=O)Nc2nc3c(s2)CCCC3)c(C)c1	-7	0.1	1	2.4
COc1ccc(-c2cnc3c(Nc4ccc(C(N)=O)cc4)nccn23)cc1OC	-23	0.2	4	-1.1
O=C1C(Cc2ccccc2)N=C2c3ccccc3N=C(SCc3cc(=O)n4cc(Cl)ccc4n3)N12 (stereo not given)	5	-0.2	-2	-1.2
CC12CC(NC(=O)N1CCc1ccccc1)c1cc(Br)ccc1O2 (stereo not given)	15	-0.1	7	1.5
CC(C)Cn1c(CN2CCN(c3cccc(Cl)c3)CC2)nc2c1c(=O)[nH]c(=O)n2C	5	0.1	5	1.1
CCOC(=O)NN1CNc2ccccc2C1=O	-5	0.0	3	0.7
COCCOC(=O)c1c(C)oc2cc(Br)c(OCc3ccccc3)cc12	13	0.3	6	3.0
NC(=O)c1c(NC(=O)c2cc(-c3cccs3)on2)sc2c1CCCC2	-4	0.6	6	-0.2
COc1ccc2c(c1)-c1cc(Cl)ccc1S(=O)(=O)N2S(=O)(=O)c1ccc(C)cc1	5	0.0	2	0.0
O=C(CSCC(=O)Nc1ccccc1[N+](=O)[O-])Nc1ccccc1	-5	-0.1	1	-0.2
c1cc2c(cc1-c1nnc(CN3CCN(C4CCCCC4)CC3)o1)OCO2	11	0.2	-10	-0.6
CCOc1cc(/C=C(\C#N)C(N)=O)ccc1OCCOCCOc1ccc(C)cc1	11	0.0	4	0.2
O=C(NC1CCCc2ccccc21)c1cc(S(=O)(=O)N2CCCCC2)c[nH]1 (stereo not given)	1	0.1	7	-1.6
Cc1cc2nn(-c3ccccc3)nc2cc1NC(=O)COc1ccc([N+](=O)[O-])cc1	11	0.1	-13	0.2
COc1ccc(CCCC(=O)N/N=C\c2ccc(O)cc2O)cc1C	12	0.1	7	-0.4
O=C(CSc1ccc2nnc(-c3ccccc3)n2n1)N1CCCCC1	-8	0.3	-5	-0.7
Cc1ccc(C(=O)O)cc1NS(=O)(=O)c1ccc(Br)s1	6	0.0	-3	0.1
CCOC(=O)c1ccc(Oc2nc(NC(C)C)nc(NC(C)C)n2)cc1	-1	-0.1	-1	0.6
CCCc1cc(C(=O)NCc2ccc(Cl)cc2)no1	4	0.1	-14	0.0
CCCCC(C(=O)O)N1C(=O)/C(=C/c2cccnc2)SC1=S (stereo not given)	6	-0.2	-4	0.0
CCOC(=O)c1cnc2nc(SC)[nH]n2c1=O	-7	-0.2	4	-3.8
Cc1cc(CNC(=O)CC2C(=O)NCCN2Cc2ccccc2)nn1C (stereo not given)	-4	-0.1	-8	3.1

# The last 6 entries of the section before come first, to join the parts:
Compound	MITF primary	FBW7 activator	TEAD-YAP block	GPR151 activ
Cc1ccc(C(=O)O)cc1NS(=O)(=O)c1ccc(Br)s1	6	0.0	-3	0.1
CCOC(=O)c1ccc(Oc2nc(NC(C)C)nc(NC(C)C)n2)cc1	-1	-0.1	-1	0.6
CCCc1cc(C(=O)NCc2ccc(Cl)cc2)no1	4	0.1	-14	0.0
CCCCC(C(=O)O)N1C(=O)/C(=C/c2cccnc2)SC1=S (stereo not given)	6	-0.2	-4	0.0
CCOC(=O)c1cnc2nc(SC)[nH]n2c1=O	-7	-0.2	4	-3.8
Cc1cc(CNC(=O)CC2C(=O)NCCN2Cc2ccccc2)nn1C (stereo not given)	-4	-0.1	-8	3.1
NS(=O)(=O)c1ccc(CCNC(=S)NCCc2ccccc2)cc1	-3	-0.1	-8	-1.1
CCN(CC)c1nc(Nc2cc(OC)c(OC)c(OC)c2)nc(NC2CCN(Cc3ccccc3)CC2)n1	17	0.2	1	-2.5
Cc1ccc(C)c(NC(=O)CSc2cn(CCNC(=O)c3ccc(F)cc3)c3ccccc23)c1	-12	-0.1	1	0.0
COc1ccc2[nH]c(=O)c(CN(CCO)C(=O)c3ccc(Cl)cc3)cc2c1	11	0.2	6	-0.3
C/C(=N\Nc1ncc(Cl)cc1Cl)c1ccc2c(c1)OCO2	-2	-0.1	-21	0.5
COc1cccc(Cn2c(=O)n(C)c3ncccc32)c1	-2	0.1	-1	0.4
O=C(Cc1c(F)cccc1Cl)Nc1cc(C(=O)Nc2ccc(OC(F)(F)F)cc2)ccc1N1CC2CC(C1)c1cccc(=O)n1C2 (stereo not given)	23	0.1	9	0.5
O=C(Nc1c2c(nn1-c1ccc(Cl)cc1)CSC2)c1cccs1	5	-0.1	3	-1.4
CCOC(=O)CCCN(Cc1ccc(F)cc1)S(=O)(=O)c1ccc(C(C)(C)C)cc1	-9	0.1	1	-0.9
Cc1[nH]c2ccccc2c1C(=O)C(=O)N(C)C1CCN(C)CC1	-6	0.0	9	1.3
Cc1cc(O)c(C)c(O)c1/C=N/NC(=O)c1cc(-c2ccccc2)n[nH]1	-43	0.4	5	-0.5
COc1cc(OC)c(NC(=O)CSc2nc3[nH]ncc3c(=O)n2-c2ccccc2)cc1Cl	-3	-0.1	20	0.1
CN(C)c1cccc(Nc2nc3ncnc(NCCOc4ccccc4)c3[nH]2)c1	3	-0.2	0	-0.5
CCn1cc(/C=C/c2nc3ccccc3c(=O)n2CCCO)c2ccccc21	1	0.0	3	0.3
Cc1ccc(S(=O)(=O)Nc2ccc3c(c2)OCCO3)c(C)c1NS(C)(=O)=O	-7	-0.2	7	-1.1

# Only MITF primary and GPR151 activ (2 entries from above):
Compound | MITF primary | GPR151 activ
CN(C)c1cccc(Nc2nc3ncnc(NCCOc4ccccc4)c3[nH]2)c1 | 3 | -0.5
CCn1cc(/C=C/c2nc3ccccc3c(=O)n2CCCO)c2ccccc21 | 1 | 0.3

# Going on with the list:
Compound	MITF primary	FBW7 activator	TEAD-YAP block	GPR151 activ
CCOC(=O)N1CCN(S(=O)(=O)c2cc(Cl)c(Cl)cc2C)CC1	0	-0.1	1	1.0
O=C(COc1ccc(Cl)cc1)N1CCN(c2ccccc2F)CC1	-8	-0.1	-9	-0.6
COc1ccc2cc(S(=O)(=O)c3ccc(Br)cc3)c(=O)oc2c1	-2	0.0	-4	-1.7
CC(CNC(=O)CCC1(Cc2ccc(Cl)cc2)CCC(=O)N1)c1ccccc1 (stereo not given)	-5	-0.2	10	-0.6
Cc1c(N(C(=O)c2ccc(N)cc2)C(C)C)c(=O)n(-c2ccccc2)n1C	9	0.8	12	0.4
Cn1c(C(=O)O)c(CNCc2ccc(F)cc2)c2ccccc21	-4	-0.1	8	1.7
CN(C)S(=O)(=O)c1ccc(N2CCOCC2)c(C(=O)O)c1	-7	0.2	6	-0.7
CCOC(=O)CN(Cc1ccc(F)cc1)S(=O)(=O)c1ccc([N+](=O)[O-])cc1	20	-0.2	5	-0.1
CC1CCN(CCCNS(=O)(=O)c2ccc3c(c2)n(C)c(=O)c(=O)n3C)CC1	20	0.4	-2	1.5
COc1ccc(C(=O)CCN(C)C)cc1	0	0.0	-4	-0.7
CCOC(=O)N1CCN(c2c(N3CC=C(c4ccccc4)CC3)c(=O)c2=O)CC1	12	-0.1	2	-0.5
N/C(=N\N=C\c1cccc([N+](=O)[O-])c1)SC1CC(=O)N(c2cccc(C(=O)O)c2)C1=O (stereo not given)	-2	-0.1	-5	-0.2
COc1ccc(C2=N/C(=C\c3cccc(F)c3)C(=O)O2)cc1	5	0.0	-11	-0.6
CCN(CC)C(=O)C1CCCN(c2cc(C(=O)NCc3ccccc3)ccn2)C1 (stereo not given)	5	-0.1	-1	-0.3
CCC/C=N/NC(=O)COc1ccc(Br)cc1	-2	0.0	6	1.1

# Shown with two lines to a compound: part of the list above.
# Fields: MITF primary, FBW7 activator, TEAD-YAP block, GPR151 activ
CCOC(=O)N1CCN(c2c(N3CC=C(c4ccccc4)CC3)c(=O)c2=O)CC1
→ 12, -0.1, 2, -0.5
N/C(=N\N=C\c1cccc([N+](=O)[O-])c1)SC1CC(=O)N(c2cccc(C(=O)O)c2)C1=O (stereo not given)
→ -2, -0.1, -5, -0.2
CCOC(=O)CN(Cc1ccc(F)cc1)S(=O)(=O)c1ccc([N+](=O)[O-])cc1
→ 20, -0.2, 5, -0.1
CCC/C=N/NC(=O)COc1ccc(Br)cc1
→ -2, 0.0, 6, 1.1
COc1ccc2cc(S(=O)(=O)c3ccc(Br)cc3)c(=O)oc2c1
→ -2, 0.0, -4, -1.7
Cc1c(N(C(=O)c2ccc(N)cc2)C(C)C)c(=O)n(-c2ccccc2)n1C
→ 9, 0.8, 12, 0.4

# Later entries.
Compound	MITF primary	FBW7 activator	TEAD-YAP block	GPR151 activ
Cc1ccc2c(C)c(C(=O)N(Cc3ccccc3)C3CCS(=O)(=O)C3)oc2c1 (stereo not given)	9	0.0	17	0.8
COc1ccccc1CCNCc1c(C(=O)O)c(C)n(Cc2ccccc2C)c1C	12	0.2	-2	-1.3
CCOC(=O)c1cnc2ccc(Cl)cc2c1Nc1cc(C)ccc1OC	10	-0.1	4	1.5
CC(=O)N1N=C(c2cccc([N+](=O)[O-])c2)OC12CCCC2	-7	0.3	-1	1.8
CCC(C)Nc1nnnc2c1cnn2-c1ccccc1 (stereo not given)	4	-0.4	-33	-2.0
Cc1ccc(CN2CCC3(CC2)CC3C(=O)NCc2cccnc2)cc1C (stereo not given)	-5	-0.1	2	0.6
CN1CCN(c2ccc(-c3cc(NCc4ccccc4)ncn3)cc2)CC1	7	0.3	-16	-2.0
CCOc1cc2c(cc1OCC)C(c1ccc(OC(C)C)cc1)NCC2 (stereo not given)	-10	-0.1	-4	-1.1
O=C(NCc1cccnc1)C(=O)Nc1cccc(Br)c1	-3	-0.1	-13	1.2
CC(NC(=O)Cc1cccc(F)c1)c1nc2cccnc2n1C(C)C (stereo not given)	-10	0.0	-4	-0.8
Cc1cc(C)c(C#N)c(SCC(=O)Nc2nsc(-c3ccccc3)n2)n1	-12	0.0	3	-0.2
O=C(NCc1ccccc1)C(c1ccco1)N(Cc1cccs1)C(=O)c1cnccn1 (stereo not given)	22	0.0	12	-0.9
COc1cc(/C=C/C(=O)OCc2ccc(C#N)cc2)ccc1OCC#N	-5	0.1	2	0.0
O=C(NCc1ccccn1)C(=O)NCC1OCCCN1S(=O)(=O)c1ccccc1 (stereo not given)	6	-0.2	5	3.7

# No enrichment for hits; overall some 3.5% were active at least once.
